# DAGLB inhibitor: diacylglycerol lipase beta (human) inhibition; actives 0.059% (n = 340,000); inhibition, % at 5.17 µM; HEK293T DAGLB membrane lysate, EnzChek fluorogenic substrate; AID 504411; Q8NCG7; in the data active = inhibition above about 34%;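 note: 0% = enzyme with vehicle and 100% = wells lacking enzyme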
# PKA-R1A act: PKA-R1A complex activation. PKA-R1A dissociation, Cy5-IP20 fluorescence polarization; scaled: DMSO 0%, 113 µM cGMP 100%. P00514+P68181. activation, % at 11.4 µM. actives 0.083% (n = 340,000). AID 504707;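 active = percent activation above the mean of all tested compounds plus 3 SD, cut at about 19% in these data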;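 note: higher means more PKAc released from R1A so a rise in polarization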
# DSG3 Ab inh: human desmoglein-3 autoantibody binding inhibition | P32926 | DSG3-coupled beads, scFv-anti-DSG3-GFP binding, flow cytometry; active compounds read low | binding (percent of control), % at 10 µM | actives 0.48% (n = 310,000) | AID 588358;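 active = binding more than 3 SD below its plate's average and above zero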;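 note: hits lower antibody fragment binding to DSG3; some compounds called inactive have numbers as strong as hits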
# PKA-R2B activ: activators of human PKA-R2B complex; actives 0.079% (n = 340,000); PKA-R2B holoenzyme dissociation, Cy5-IP20 fluorescence polarization; R2B truncated from residue 108, S112A mutant; 0% DMSO only, 100% 113 µM cGMP; AID 504700; activation, % at 11.4 µM; P22694+P31323;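 active = activation above a cutoff set at the mean over all compounds plus 3 SD, cut at about 18% in these data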;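 note: higher means more holoenzyme dissociation and a rise in polarization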
# V-ATPase pH: yeast V-ATPase proton transport regulation by pHLuorin. S. cerevisiae, pHLuorin cytosolic pH fluorescence. response, % at 10 µM. actives 0.37% (n = 350,000); in the data active = response mostly above about 7.3%, no sharp cut-off; inactive = mostly below about 5.4%; note: actives read high; inactives centre near 0; some compounds called inactive have numbers as strong as hits; reference of the scale not given here
# Arrestin-AP2 inh: human beta-arrestin and AP2 interaction inhibition; FITC-arrestin peptide / GST-AP2 beads, flow cytometry; AP2 beta2 appendage carries R879A mutation; inhibition, % at 10 µM; actives 0.31% (n = 340,000); AID 504490;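 active = inhibition above a set limit, near 3 SD of compounds lacking own fluorescence, cut at about 54% in these data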;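 note: plate controls were DMSO wells for no effect and 5 µM unlabelled arrestin peptide for full effect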
#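 Measured by: flow cytometry, FL1 (488/535 nm); Material: AP2 appendage R879A on GSH beads; Evaluation: percent response; Timing: pre-incubation 12 min, peptide binding 1 h, room temperature; Also added: 50 nM FITC-arrestin peptide; Medium: PBS with 0.05% Tween 20 and 0.1% BSA.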
# HTR5A ag ctr: counter-screen for OPRM1-OPRD1 agonists: human HTR5A agonism. HTR5A agonist assay, luminescence, cell-based. activation, % at 9.3 µM. actives 0.61% (n = 340,000). P47898; in the data active = activation mostly above about 9.5%, no sharp cut-off; inactive = mostly below about 7.6%;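 note: 0% = cells with vehicle only and 100% = reference agonist; strong numbers were not always called active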
# HTR5A inv ctr: counter-screen for OPRM1-OPRD1 inverse agonists: human HTR5A inverse agonism; HTR5A cell line, luminescence; inhibition, % at 9.3 µM; actives 0.083% (n = 340,000); P47898; in the data active = inhibition mostly above about 23%, no sharp cut-off; inactive = mostly below about 18%;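 note: 0% = cells with DMSO and 100% = no-cell wells with DMSO; some compounds called inactive have numbers as strong as hits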
# MOR-DOR inv ag: inverse agonist of human OPRM1-OPRD1 heterodimerization. P35372+P41143. cell-based MOR-DOR heterodimer luminescence, inverse agonism. inhibition, % at 9.3 µM. actives 0.21% (n = 340,000). AID 504357; in the data active = inhibition above about 22%, passing the limit was not always enough;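 note: 0% = cells with DMSO and 100% = wells without cells with DMSO; values of inactives mirror those of a sister screen read the other way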
# Target sequence (P35372 whole entry, looked up): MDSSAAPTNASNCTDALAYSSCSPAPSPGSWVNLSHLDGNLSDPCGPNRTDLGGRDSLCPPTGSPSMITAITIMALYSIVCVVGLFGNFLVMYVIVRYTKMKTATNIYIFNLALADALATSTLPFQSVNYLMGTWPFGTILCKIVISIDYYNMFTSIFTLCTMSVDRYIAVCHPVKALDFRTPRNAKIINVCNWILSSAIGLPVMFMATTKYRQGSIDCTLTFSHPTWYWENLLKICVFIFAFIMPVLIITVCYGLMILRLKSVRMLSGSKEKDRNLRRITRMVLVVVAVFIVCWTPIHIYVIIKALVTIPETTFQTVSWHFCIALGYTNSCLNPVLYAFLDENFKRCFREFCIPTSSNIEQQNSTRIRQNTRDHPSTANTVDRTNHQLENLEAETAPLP
# Target sequence (P41143 whole entry, looked up): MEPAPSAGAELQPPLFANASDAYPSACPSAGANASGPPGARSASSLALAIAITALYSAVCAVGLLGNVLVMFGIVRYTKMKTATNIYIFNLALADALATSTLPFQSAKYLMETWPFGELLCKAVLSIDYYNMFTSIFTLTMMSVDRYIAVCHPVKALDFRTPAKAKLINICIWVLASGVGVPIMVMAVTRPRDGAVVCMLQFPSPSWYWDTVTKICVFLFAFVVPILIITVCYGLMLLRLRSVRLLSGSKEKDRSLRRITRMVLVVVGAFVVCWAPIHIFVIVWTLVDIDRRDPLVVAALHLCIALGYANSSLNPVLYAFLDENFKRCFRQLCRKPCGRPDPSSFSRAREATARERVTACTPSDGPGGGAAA
# OPRM1-OPRD1 ag: agonists of human mu-delta opioid receptor heterodimerization. cells, OPRM1-OPRD1 heterodimerization, luminescence. actives 0.3% (n = 340,000). AID 504326. activation, % at 9.3 µM. P35372+P41143; in the data active = activation above about 18%;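 note: 0% = vehicle-treated cells and 100% = reference agonist; values of inactives mirror those of a sister screen read the other way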
# * marks the source's active call; other numbers are inactive results; / = no result given.
# Each structure is followed by: DAGLB inhibitor, PKA-R1A act, DSG3 Ab inh, PKA-R2B activ, V-ATPase pH, Arrestin-AP2 inh, HTR5A ag ctr, HTR5A inv ctr, MOR-DOR inv ag, OPRM1-OPRD1 ag
CCn1c(C)nc2cc(C(=O)N/N=C/c3ccc(O)c(O)c3O)ccc21
  -1, -4, 2.7*, 2, -5, 45, 13*, -32, -49, 7.5
CCOC(=O)c1cnc2ccc(C(=O)OC)cc2c1NCCc1ccc(OC)c(OC)c1
  -13, 6, 129, -1, -1, -2, 1, -15, 2, -0.5
CCOC(=O)C(CC)n1cnc2c(nnn2-c2cccc(OC)c2)c1=O (configuration not stated)
  0, 5, /, -5, -1, 7, 0, 1, 20, -4.3
COc1ccc(/C=C(\NC(=O)c2ccc(C)cc2)C(=O)NCC2CCCO2)cc1 (configuration not stated)
  -2, 2, 92, 2, 1, 33, 0, -1, -9, 1.2
CCCCNC(=O)CCCn1c(=S)[nH]c2cc3c(cc2c1=O)OCO3
  2, 3, 97, 8, -4, 9, 2, -4, 7, -1.4
CC1=C(C(=O)OC2CCC(C)CC2)C(c2ccc(O)c([N+](=O)[O-])c2)NC(=O)N1 (configuration not stated)
  6, -2, 112, -15, -4, 7, 3, -11, 4, -0.7
COc1ccccc1NS(=O)(=O)c1ccc2oc(SCC(=O)N3CCNC3=O)nc2c1
  0, -9, /, 3, 2, 21, 4, -11, -2, 0.5
Cc1cccc(NS(=O)(=O)c2ccc3c(c2)NC(=O)CO3)c1C
  1, -6, 105, -18, -1, 6, -2, 7, 11, -2.3
COc1ccccc1/C=N/NC(=O)CC(=O)NC1CCCCC1
  1, -5, 94, 1, -3, -17, 4, -11, -1, 0.2
Cc1ccccc1OCCOC(=O)c1cc(S(=O)(=O)N2CCCCC2)ccc1N1CCOCC1
  -4, -3, 98, -9, 0, -1, 5, 5, 0, 0.1
Cc1nc2ccccn2c1C(=O)CSc1ccccc1
  -1, -2, 104, -11, 2, 2, -9, -14, 9, -1.7
O=C(O)/C(=C\c1ccc2ccccc2c1)c1cccc2ccccc12
  7, -15, 109, -4, 0, 9, 0, 7, 6, -1.1
CCOC(=O)/C(=C/c1ccc(OC)cc1)NC(=O)c1ccco1
  0, 2, /, -1, 0, -2, 2, 27, 14, -2.7
CC(=O)N1c2ccc(S(=O)(=O)NCC3CCC(C(=O)N(C)Cc4ccccc4)CC3)cc2CC1C (configuration not stated)
  -3, -10, /, 3, -2, -8, -1, 5, 3, -0.7
Nc1nnc(CC2=CCCCC2)s1
  0, 0, 98, -3, 3, 29, -1, 2, 4, -0.8
Cc1cc(C)n(-c2nnc(NC(C)(C)C)nn2)n1
  3, -5, 99, 4, -2, -26, 2, -6, 6, -1.1
COc1cc(C(=S)N2CCOCC2)cc(OC)c1OS(=O)(=O)c1ccc(Cl)cc1
  -2, -7, 113, -10, 5, 15, -3, 12, 8, -1.6
CCn1nc(C)c(CN2CCCC(C(=O)c3cccc(OC(C)C)c3)C2)c1C (configuration not stated)
  1, -7, 104, -9, -1, -1, 4, -1, -22, 3.2
Cn1c(SC2C(=O)CC(C)(C)CC2=O)nnc1-c1ccco1
  0, 2, 104, -14, -4, -6, 0, 2, 17, -3.1
NNC(=O)CN1C(=O)Nc2ccc(Cl)cc2C1c1ccccc1 (configuration not stated)
  13, -3, 101, -12, 4, 4, 4, -14, -9, 1.9
CCO[C@@H]1c2c(ccc3ccc(=O)oc23)OC(C)(C)[C@@H]1O
  -2, 3, 105, -6, 0, 0, -4, 8, 5, -0.9
O=S(=O)(c1ccc(NCc2ccccc2)cc1)N1CCOCC1
  0, 5, 99, -3, 5, 5, 0, -2, 12, -1.8
COc1ccccc1NS(=O)(=O)c1cccc(NC(=O)c2sc3ccccc3c2Cl)c1
  -2, 3, 102, -9, 0, 9, 0, 1, 0, 0.0
O=C(Nc1ccc(N2CCCC2)cc1)c1ccc([N+](=O)[O-])cc1Cl
  5, 3, 98, 3, 6, 0, -3, 7, 3, -0.6
COc1ccc2oc(-c3ccccc3)c(C(=O)N(C)C)c2c1
  2, -5, 102, -5, -2, 38, 0, -13, 1, -0.3
Cc1ccc(S(=O)(=O)Nc2nc3ccccc3nc2NCC2CCCO2)cc1C (configuration not stated)
  3, -12, 99, -5, -1, -5, -4, 12, 10, -2.0
Cc1[nH]ccc(=O)c1OCc1c(F)cccc1Cl
  1, -8, 92, -3, -2, /, -2, 6, -5, 0.7
CCCOc1c(Br)cc(C2C3=C(CCCC3=O)N(C)C3=C2C(=O)CCC3)cc1OC
  -1, -5, 112, -4, -1, 17, 3, -1, -17, 2.4
CC(C)(Oc1ccc(Cl)cc1)C(=O)NCC1CCCO1 (configuration not stated)
  2, 7, 108, -1, -2, 15, 2, -5, 3, -0.5
N=c1c2c(ncn1CCCO)Oc1c(ccc3ccccc13)C2c1ccccc1 (configuration not stated)
  3, -10, /, -11, -2, 3, 13, -33, 10, -2.0
COc1ccc(NC(=O)C[C@H]2C(=O)N(CCc3ccccc3)C[C@@H]2C)cc1
  -3, -1, 101, 10, 3, /, /, /, /, /
COc1ccccc1-c1oc2ccccc2c1-c1ccccc1OC
  -7, 12, 106, -8, -2, 9, -1, -14, -17, 3.1
Cc1cc(C(=O)N2CCCC(Nc3ccc(F)cc3)C2)c(C)o1 (configuration not stated)
  -1, 10, /, 2, -2, 24, 1, 5, 12, -3.7
O=C(Nc1ccc(Cl)cc1)[C@@H]1[C@@H]2C(=O)N(c3ccc4ccccc4c3)C(=O)[C@@H]2[C@H]2C=CC=NN21
  14, -11, /, -2, /, 11, 2, -5, -20, 3.4
CN(C(=O)c1ccccc1[N+](=O)[O-])c1ccccc1C(=O)NCc1ccccc1
  -2, -1, 97, 4, -1, 9, 4, 0, 8, -1.5
Cc1ccc(N(C(=O)c2csnn2)C(C(=O)NC(C)(C)C)c2cccnc2)cc1 (configuration not stated)
  0, -2, 100, -11, 2, 19, 0, -15, 9, -1.9
O=C(O)/C=C\c1cccc(-n2cnnn2)c1
  -3, -1, 96, -10, -6, 21, 0, 1, 16, -2.7
O=C(CC1SC(=O)NC1=O)Oc1ccc(/C=N/NC(=O)c2ccccc2O)cc1 (configuration not stated)
  2, -19, 94, 2, 4, 8, 6, 2, 12, -2.2
COc1ccc(OCC(=O)NC2CCCCCCC2)cc1
  -4, 14, 99, -1, -4, 38, 1, -23, -17, 2.0
CCCN1CCN(C(=O)c2ccc(S(=O)(=O)N(C)c3ccccc3OC)cc2)CC1
  -6, -6, 97, -4, -2, /, /, /, /, /

# Records above shown as hits in DSG3 Ab inh:
Structure	DAGLB inhibitor	PKA-R1A act	DSG3 Ab inh	PKA-R2B activ	V-ATPase pH	Arrestin-AP2 inh	MOR-DOR inv ag	OPRM1-OPRD1 ag
CCn1c(C)nc2cc(C(=O)N/N=C/c3ccc(O)c(O)c3O)ccc21	-1	-4	2.7*	2	-5	45	-49	7.5

# The list goes on:
# Each structure is followed by: DAGLB inhibitor, PKA-R1A act, DSG3 Ab inh, PKA-R2B activ, V-ATPase pH, Arrestin-AP2 inh, HTR5A ag ctr, HTR5A inv ctr, MOR-DOR inv ag, OPRM1-OPRD1 ag
Cc1ccc(N2C(=O)SC(N(CC(=O)O)c3ccc(C)cc3)C2=O)cc1 (configuration not stated)
  1, -3, 94, -1, 4, 2, 4, -46, 2, -0.5
CC1=C(C(=O)Nc2cccc(C(=O)NC3CCCCC3C)c2)SCCO1 (configuration not stated)
  0, -2, 96, -7, -1, 26, -3, -27, -6, 1.2
Cc1ccc(CNC(=O)CN(C)S(=O)(=O)c2cccs2)cc1
  0, 1, 99, -3, 3, 19, -2, 6, 1, -0.1
O=[N+]([O-])c1ccc(Oc2cccc(Br)c2)c2ccncc12
  -4, -4, 97, -4, 4, 9, -2, -10, -37, 8.1
NS(=O)(=O)c1ccc(CCNC(=O)/C=C/c2ccc([N+](=O)[O-])cc2)cc1
  3, -9, 96, -15, 1, 1, 3, -3, -17, 3.1
COCCN(C(=O)C1CCN(C(=O)c2ccccc2C)CC1)c1c(N)n(CC(C)C)c(=O)[nH]c1=O
  -1, 8, /, -2, 1, 1, 4, -11, 13, -3.2
COC(C(=O)Nc1ccc(C(C)=O)cc1)c1ccccc1 (configuration not stated)
  2, -5, 103, 1, -3, 1, -3, 12, 14, -3.0
COc1ccc2cc(-c3[nH]ncc3CN3CCCCO3)ccc2c1
  -3, -10, 99, -4, 2, -4, -3, 9, -54, 11
CCc1cccc(CC)c1NC(=O)COC(=O)c1cccc(-c2ccc(OC(C)=O)cc2)c1
  0, 6, 114, 0, -3, 36, 0, 21, -6, 1.1
CC1CC(N(C(=O)c2ccco2)c2ccccc2)c2ccccc2N1C(=O)c1ccco1 (configuration not stated)
  -2, 19*, 100, 0, 0, -2, 0, 12, 13, -2.5
Cc1c(C(=O)N(C)CCCCN2CCOCC2)oc2c(F)cccc12
  0, 15, 104, -2, 2, -1, 1, 10, -2, 0.3
CSc1nnc(-c2ccc(NC(=O)CCc3ccccc3)cc2)n1C
  1, 6, 100, 5, 1, -15, -2, -36, 12, -2.4
O=C(Cn1cnc2cc([N+](=O)[O-])ccc2c1=O)NCCc1ccc(Cl)cc1
  1, 0, 114, 4, -2, -4, 0, -84, -25, 5.2
O=C(Nc1ccc(S(=O)(=O)N2CCCCC2)cc1)C1CC(=O)N(Cc2ccccc2)C1 (configuration not stated)
  3, 3, 110, 1, 2, 3, -1, 4, 14, -2.6
CCN(Cc1cnn(C)c1)C(=O)C1CCC(=O)N(CCc2ccc(OC)cc2)C1 (configuration not stated)
  -1, 12, /, -2, -1, -9, 1, -11, 9, -1.6
CCOc1ccc(S(=O)(=O)NC(C)C(=O)NCc2cccnc2)cc1 (configuration not stated)
  0, 12, 105, 4, -3, 35, -2, 5, 12, -2.2
O=C(NNC(=O)C1CCCCC1)c1ccc(Br)cc1
  -2, 8, 107, -1, -4, -3, 2, 4, 7, -1.0
O=C(COC(=O)c1cc(Cl)ccc1O)Nc1ccc2c(c1)OCCO2
  -7, -5, 101, -9, 1, -6, -4, 19, -4, 0.9
CC1(C)CC(=O)C=C(c2ccc(COC(=O)/C=C/c3ccccc3)cc2)C1=O
  -8, -1, 100, -10, 3, /, /, /, /, /
O=C(CSc1nnc(-c2ccncc2)n1Cc1ccco1)OC1CCCCC1
  -3, 5, 98, 4, 4, -4, 2, 11, 4, -0.8
Cc1cc(C)cc(C(=O)NCC(=O)N2CCN(C(c3ccccc3)c3ccccc3)CC2)c1
  -3, -13, /, -14, 1, -1, 5, -13, 11, -1.7
COc1ccc(CCNC(=O)CSc2nc(C)nc3c2c(=O)n(C)c(=O)n3C)cc1OC
  -1, -3, 99, -13, 3, 2, 0, -1, 3, -0.5
COc1ccc(N2C(N)=C(C#N)C(c3cccnc3)C3=C2CC(C)(C)CC3=O)cc1 (configuration not stated)
  -1, 7, /, -8, 4, -4, -4, 10, 5, -1.3
Cc1cc(C)n2nc(SCCOc3ccc(F)cc3)nc2n1
  -2, -10, 105, 12, 2, 17, -1, 3, 11, -2.2
